# UDG counterscr: blocks uracil-DNA glycosylase in AID counter-screen; FRET deamination/UDG coupled assay, UDG read, 4 h; Potency, µM (doses to about 115 µM), for inactives: at the highest dose activity change, negative = inhibition, hits mostly inhibitors; hit rate 0.14% among 91,000; AID 1347430; also: nearly all actives have a fitted effect of over 65% in size
# AID inhibitor: activation induced cytidine deaminase inhibition; Q9GZX7; AID deamination FRET fluorescence, UDG-coupled, 4 h; Potency, µM (doses to about 115 µM), for inactives: top-dose activity change, negative = inhibition, usual class: inhibitors; hit rate 0.32% among 91,000; also: nearly all actives have a fitted effect of over 25% in size
# Target sequence (Q9GZX7 whole entry, looked up): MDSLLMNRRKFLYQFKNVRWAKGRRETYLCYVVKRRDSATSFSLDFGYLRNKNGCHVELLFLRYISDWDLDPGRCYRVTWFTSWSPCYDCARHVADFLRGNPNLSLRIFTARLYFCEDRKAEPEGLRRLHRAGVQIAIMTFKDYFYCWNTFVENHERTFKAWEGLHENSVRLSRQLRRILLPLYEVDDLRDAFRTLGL
# Numbers without * were called inactive; i = inactive; u = inconclusive; [ ] = remark or other dose. Calls follow the shape of the dose curve; as a rule, active = well fitted curve in the direction sought with a large enough effect; inconclusive = small, poorly fitted or top-dose-only effect, or another doubt; inactive = no such curve, though single readings can be large; an effect the other way counts as inactive or inconclusive. % is scaled to controls: 0 for no effect and ±100 for the full control effect; potency is read from the fitted curve at half-maximal effect. These rows are one share of the data; rates above refer to the full screens.
smiles	UDG counterscr	AID inhibitor
CC(C)n1c(=N)c(C(=O)NCc2cccnc2)cc2c(=O)n3ccccc3nc21	-2%	18%
CCOc1cc(/C=C/C(=O)c2ccc(OC(F)F)cc2)cc(Cl)c1OC	1%	-6%
CC(C)CCOc1cccc(N)c1	-2%	5%
CCCn1c(-n2nc(C)cc2C)nc2c1c(=O)n(Cc1cccc3ccccc13)c(=O)n2C	-7%	-4%
CCCCOc1ccc(CNC(=O)C2CCCN(c3nnc(-n4c(C)ccc4C)s3)C2)cc1 (centres undefined)	1%	24%
O=C(c1ccccc1SCc1cn2ccccc2n1)N1CCN(c2nccs2)CC1	-2%	-1%
CCOc1ccccc1CN1CCc2nc(N3CCN(C)CC3)ncc2C1	13%	112%[activator]
CC(C(=O)Nc1ccccc1OC(F)F)N(C)CC(=O)Nc1ccc(F)cc1 (centres undefined)	-2%	-3%
Cc1cccc(C(C)C)c1NC(=O)CCc1ncc(-c2ccc(F)cc2F)o1	-2%	-4%
CC(C)c1cnc2c(c1SCC(=O)Nc1cccc([N+](=O)[O-])c1)c(=O)n(C)c(=O)n2C	-25%[57.5 µM]	2%
COc1ccc(NC(=O)C2CCN(c3ccc(Sc4ccc(C)cc4)nn3)CC2)c(OC)c1	-11%	7%
COc1cccc(NC(=O)C2CCN(c3nn4cc(-c5ccc(F)cc5)nc4s3)CC2)c1	17%	6%
NCc1cnccn1	-2%	3%
CCCCn1nc(C(=O)Nc2ccc3nc(SC)sc3c2)c2ccccc2c1=O	-15%	-24%
CCCOc1ccc(C(=O)N(Cc2ccc(C(C)C)cc2)C2CCS(=O)(=O)C2)cc1 (centres undefined)	-18%	u
COc1ccc(NC(=O)COC(=O)c2nn(C)c(=O)c3ccccc23)cc1	-1%	-5%
O=C(Nc1ccc(C(F)(F)F)cc1)C(Cc1ccccc1)n1cccc1 (centres undefined)	-22%	u
COc1ccc(C2CC(=O)Oc3c2c(=O)n(C)c2ccccc32)c(OC)c1 (centres undefined)	2%	-7%
Cc1cccc(OCC(=O)Nc2nnc(S(=O)(=O)N3CCc4ccccc43)s2)c1	3%	u
O=C(Nc1ccc(C(=O)N2CCN(c3ccc(Cl)cc3)CC2)cc1)c1nsc2ccccc12	2%	-4%
Cc1ccc(N(CC(=O)NC(C)c2ccccc2)S(=O)(=O)c2c(C)noc2C)cc1 (centres undefined)	-5%	12%
O=C1Nc2c(c(=O)[nH]c(=O)n2-c2ccccc2)C1(NS(=O)(=O)c1ccc(Cl)cc1)C(F)(F)F (centres undefined)	-2%	9%
N#Cc1cc([N+](=O)[O-])ccc1NC(=O)COC(=O)C1(c2ccc(F)cc2)CCCC1	-5%	-6%
CCOc1ccc2oc(=O)cc(CN3CCN(c4ccc(OC)cc4)CC3)c2c1	4%	9%
CN(Cc1ccccc1)c1nc2c(S(=O)(=O)c3ccccc3)nnn2c2ccsc12	-8%	0%
COc1ccc(-c2nc3sc(CCNC(=O)c4ccco4)c(C)n3n2)cc1	-8%	u
Cc1ccc(S(=O)(=O)Oc2ccc(C3C4=C(CC(C)(C)CC4=O)OC4=C3C(=O)CC(C)(C)C4)cc2)cc1	-6%	-17%
COc1ccc(CCNC(=O)Cn2c(=O)n(-c3ccc(OC)c(OC)c3)c(=O)c3ccccc32)cc1OC	2%	20%
CCOC(=O)C1CCN(c2c(C(=O)c3ccc(C)cc3)cnc3ccc(F)cc23)CC1	7%	144%[activator]
O=C(CS(=O)(=O)c1cccc2nsnc12)NCc1ccccc1Cl	-9%	6%
CC(C)OCCCNC(=O)CSc1c2c(nc3ccc(Cl)cc13)CCCC2	-12%[57.5 µM]	-1%
COc1ccc(OCC(=O)Nc2cc(-c3nc4ccc(C)cc4o3)ccc2C)cc1	22%	0%
CC(=O)N1CCN(C(C(=O)O)c2c[nH]c3ccc(NC(=O)C(C)C)cc23)CC1 (centres undefined)	-6%	-12%
CC1=C(c2ccc(C(C)C)cc2)S(=O)(=O)NC1=NCc1ccc(Cl)cc1	3%[57.5 µM]	-1%
Cc1ccc(/C=C/C(=O)NCc2ccco2)cc1	-1%	3%
COc1ccc(S(=O)(=O)Nc2nc3ccccc3nc2NCc2ccccc2OC)cc1	10%	0%
CC1=CC(C)C(C2OCC3(CO2)C(C)C=C(C)CC3C)C(C)C1 (centres undefined)	6%	2%
COc1ccccc1C(=O)Oc1ccc(F)cc1C(=O)/C=C/c1ccc(Cl)cc1	-2%	-14%
Cc1cccc(C)c1NC(=O)CN1CCC(C(=O)N2CCCCCC2)CC1	-11%	-13%
Fc1ccc(-c2ccc(CNCCSc3nnnn3-c3ccccc3)o2)cc1Cl	-5%	u
CSc1ccc(CCNC(=O)Cn2ncc3c(=O)oc4ccccc4c32)cc1	10%	15%
COc1ccc(-c2nc3n(n2)C(c2cccc(C)c2)C(C(N)=O)=C(C)N3)cc1OC (centres undefined)	4%	-3%
CC1CCC(NC(=O)c2ccc3c(c2)N(Cc2cccc(Cl)c2)C(=O)c2ccccc2S3=O)CC1 (centres undefined)	-8%[57.5 µM]	-4%
COC(=O)C1=C(C)N(C(C)C)C(=O)C1(NC(=O)c1ccc(C(C)(C)C)cc1)C(F)(F)F (centres undefined)	-8%[57.5 µM]	-10%[57.5 µM]
C1CCC(CNCCN2CCNCC2)CC1	7%	8%
COC(=O)c1ccc(C(=O)OC)c(NC(=O)c2ccc(-c3ccccc3)s2)c1	-2%[57.5 µM]	52%[activator]
Cc1ccc2cc(C)c(Nc3cccc(C)c3C)nc2c1	-4%	-6%
O=C(CSc1nc2ccccc2nc1Cc1ccc(Cl)cc1)N1CCN(c2ccccc2)CC1	-14%[57.5 µM]	-25%
CC1(C)C(c2ccccc2)[N+](=O)C(c2ccccc2)=C(c2ccccc2)N1[O-] (centres undefined)	-6%	-2%
COc1cc(C(=O)N2CCN(C3CCCCC3)CC2)cc(OC)c1OC	-1%	1%
O=C(Nc1cc(-c2cccc(F)c2)no1)c1noc2c1COc1ccccc1-2	-5%	-1%
Cc1cccc(N2CCN(C3(c4ccccc4)C(=O)c4ccccc4C3=O)CC2)c1C	5%	-6%
Cc1ccc(C2C(C#N)=C(SCC(=O)Nc3cccc(C)c3C)NC3=C2C(=O)CCC3)o1 (centres undefined)	-6%	-2%
CCNC(=O)Cc1ccc(S(=O)(=O)N2CCCCC2)cc1	-8%	4%
CC(NC(=O)c1ccc2c(c1)NC(=O)CCS2)c1ccncc1 (centres undefined)	-4%	22%
Cc1ccc(CNc2nc3ccccc3nc2NS(=O)(=O)c2ccc(F)cc2)cc1	-16%	-14%
CSc1ccc(/C=C(/C#N)C(=O)Nc2ccccc2Br)cc1	7%	3%
CCCCn1nc(C(=O)NCCc2cccs2)c2ccccc2c1=O	-3%	0%
COc1ccc(-c2cc3n(n2)CC(C)(C(=O)NCc2ccccc2)N(Cc2ccco2)C3=O)cc1 (centres undefined)	-6%	-9%
CCCCCCn1c(COc2ccccc2F)nnc1SCc1ccc(C(C)(C)C)cc1	-9%	-20%

# Next results:
smiles	UDG counterscr	AID inhibitor
COc1ccc(OC)c(NC(=O)N2CCC(CN3CCCCC3)CC2)c1	8%	5%
O=C(COC(=O)c1ccc2ccccc2n1)Nc1ccccc1F	3%	-2%
COc1cccc(C2Nc3ccccc3-c3nnc(SCc4ccccc4)nc3O2)c1OC (centres undefined)	u	-20%
CSc1ccc(CCNc2ncnc3onc(-c4ccc(Cl)cc4)c23)cc1	-8%	-12%
CC(Oc1c(F)c(F)c(F)c(F)c1F)C(=O)c1c[nH]c2ccccc12 (centres undefined)	-3%	-6%
COC(=O)c1cnc(/C=C/c2cccc(OC(C)C(=O)O)c2)s1 (centres undefined)	0%	11%
CCOC(=O)c1c(C)[nH]c(-c2ccccc2)c1-c1ccccc1	-5%	-19%
Cn1nc(C(=O)Nc2ccccc2C(=O)NCC(F)(F)F)c2ccccc2c1=O	-6%	-5%
O=S1(=O)c2ccccc2N(Cc2ccccc2)c2ccccc21	23%	4%
CCOc1ccccc1NC(=O)CN1CCN(S(=O)(=O)c2ccc(Br)cc2)CC1	6%	-1%
COc1ccc(C2C(=O)N(C3CCC(C)CC3)CC(=O)N2Cc2ccccc2Cl)cc1OC (centres undefined)	-9%[57.5 µM]	u
Cc1cc(C)cc(NC(=O)C2CCN(S(=O)(=O)c3cn(C)cn3)CC2)c1	-8%	4%
O=C(CCC1CCCCC1)NCC1CC2c3ccccc3C1c1ccccc12 (centres undefined)	-11%	-9%
O=C(Cc1ccccc1)Nc1sc2c(c1C(=O)Nc1ccc(Br)cc1)CCCC2	-12%	-12%
CCc1cccc(C)c1NC(=O)/C=C/c1cccs1	2%	-1%
COC(=O)Cc1c(OC)ccc2cc(Br)ccc12	-6%	-5%
CCc1nn(CCCC(=O)NCc2ccccc2Br)c(=O)c2cc3occc3n12	-14%	-25%
Cc1cccc(OCCN)c1	-5%	-2%
Cc1ccc2nc(N3CCN(c4cccc(Cl)c4)CC3)c3nnnn3c2c1	7%[57.5 µM]	82%[activator]
Cc1ccc(C(=O)Nc2ccc(Cl)c(C(F)(F)F)c2)c(Cl)c1	-6%	1%
N#Cc1c(NC(=O)c2ccnn2C(F)F)sc2c1CCC2	8%	5%
N#CC1=C(NC(=O)c2ccccc2)CCC(C#N)(c2ccccc2)C1 (centres undefined)	-1%	-6%
COc1ccc(OCC(=O)OCc2cc(=O)n3nc(C4CC4)sc3n2)cc1	-18%	95%[activator]
Cc1nn(C)cc1-c1ccn[nH]1	0%	12%
CC(C)C(=O)Nc1ccc2c(C(C(=O)O)N3CCN(c4cccc(Cl)c4)CC3)c[nH]c2c1 (centres undefined)	0%	4%
CCN1CCN(c2oc(-c3cccc(Cl)c3)nc2C#N)CC1	-16%	-7%
O=S(=O)(c1ccccc1)N1CCC(c2ccncc2)CC1	0%	-17%
O=C(Nc1ccccc1Cl)c1ccc2c(Cl)c3c(nc2c1)CCCC3	4%	-4%
CC(NC(=O)c1ccc2c(c1)CCN2S(=O)(=O)c1ccccc1)c1ccccc1 (centres undefined)	-9%	u
CC(=O)OCC1=C(C(=O)O)N2C(=O)[C@@H](NC(=O)Cc3cccs3)[C@H]2SC1	5%	5%

# The list continues.
# Sequence of screens: UDG counterscr	AID inhibitor
COc1cccc(NC(=O)C2=C(C)C(=O)OC23CCN(C(C)=O)CC3)c1
→ -5%	24%
CCOc1ccccc1CNC(=O)c1cn(-c2ccc(OC)cc2)c(=O)c2ccccc12
→ 0%	20%
O=[N+]([O-])c1ccc(C(c2sc3nc(-c4ccco4)nn3c2O)N2CCC3(CC2)OCCO3)cc1 (centres undefined)
→ -4%[57.5 µM]	1%
CC(C)=CCC/C(C)=C/COc1ccc2c(=O)c(-c3ccccc3)c(C)oc2c1
→ -3%	-16%
Cc1ccc(/C(COc2ccc3c(C)c(Cc4ccccc4)c(=O)oc3c2C)=N\O)cc1
→ -9%	-20%
COc1ccc(-c2cc(C(F)(F)F)nc(S(=O)(=O)CCC(=O)Nc3ccccc3F)n2)cc1
→ -6%	-13%
CCOC(=O)c1cccc(NC(=O)c2cc3c(-c4cccc(OC)c4)nn(C)c3s2)c1
→ -20%	u
CSCCCNC(=S)Nc1cccc(Br)c1
→ 7%	-1%
COc1ccccc1N1CCN(c2cc(C)nc3nc(-c4ccc(C)cc4)nn23)CC1
→ 4%	5%
FC(F)(F)c1cccc(-n2cc(-c3ccccc3)c3c(N4CCCCC4)ncnc32)c1
→ 1%[57.5 µM]	3%
CCN(CC)c1ccc(S(=O)(=O)N(CC)CC)cc1NC(=S)Nc1cccnc1
→ 12%	2%
COc1ccc2nc3oc(C(=O)N4CCN(c5cc(C)ccc5C)CC4)cc3cc2c1
→ -9%	-21%
COc1cccc(Oc2coc3cc(OC(=O)c4cccc(OC)c4)ccc3c2=O)c1
→ -6%	-9%
Cc1ccc(NC(=O)C2CCN(C(=O)c3cnn(-c4ccccc4)c3-n3cccc3)CC2)cc1
→ -13%	-15%
CCN(CCO)C(=O)CCOc1ccccc1
→ 10%	2%
Cc1nc2n(c(=O)c1CCN1CCC(c3noc4cc(F)ccc34)CC1)CCCC2O (centres undefined)
→ -9%	-10%
CCN1CCc2c(sc(NC(=O)CSc3ccccc3)c2-c2nc3ccccc3s2)C1
→ -3%	i
Cc1cc(Nc2ccc(Br)cc2)n2nc(-c3ccccc3C)nc2n1
→ -1%	u
Cc1csc(NC(=O)c2[nH]c3c(c2C)C(=O)CC(C)(C)C3)n1
→ 2%	-5%
CN(C)c1ccc(C(CNC(=O)c2ccccc2Cl)N2CCc3ccccc32)cc1 (centres undefined)
→ 6%	u
O=C(NCC1CC2c3ccccc3C1c1ccccc12)c1cc[n+]([O-])cc1 (centres undefined)
→ 7%	-4%

# An excerpt of these results, field by field.
COc1cccc(Oc2coc3cc(OC(=O)c4cccc(OC)c4)ccc3c2=O)c1
  UDG counterscr: -6%
  AID inhibitor: -9%

CCOc1ccccc1CNC(=O)c1cn(-c2ccc(OC)cc2)c(=O)c2ccccc12
  UDG counterscr: 0%
  AID inhibitor: 20%

CSCCCNC(=S)Nc1cccc(Br)c1
  UDG counterscr: 7%
  AID inhibitor: -1%

Cc1cc(Nc2ccc(Br)cc2)n2nc(-c3ccccc3C)nc2n1
  UDG counterscr: -1%
  AID inhibitor: u

# Screening results as filed in PubChem BioAssay.
